Casp6 inh: blocks human caspase-6 cleavage activity; P55212; purified caspase-6, Z-VEID-R110 cleavage fluorescence; inhibition, % at 12.5 µM; actives 0.53% (n = 350,000); AID 686996;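 active = mean inhibition across replicates at least about 35%, with every replicate also reaching that limit, limit read from the data; inconclusive = only one of the two criteria met; inactive = neither criterion met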;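 note: 0% = median of neutral control wells and 100% = no fluorescence left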
Target sequence (P55212 24-179 limits assumed): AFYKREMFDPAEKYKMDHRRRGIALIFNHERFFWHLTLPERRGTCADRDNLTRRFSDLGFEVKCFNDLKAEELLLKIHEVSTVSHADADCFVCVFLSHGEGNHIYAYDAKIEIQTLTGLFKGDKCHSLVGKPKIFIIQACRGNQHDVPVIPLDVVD
Target sequence (P55212 194-293 limits assumed): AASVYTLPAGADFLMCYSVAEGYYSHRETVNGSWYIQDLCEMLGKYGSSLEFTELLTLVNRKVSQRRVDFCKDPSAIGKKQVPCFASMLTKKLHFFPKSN
SIRT5 inh: inhibitors of human sirtuin-5 desuccinylase; Purified SirT5, succinyl-peptide AMC, trypsin-coupled fluorescence; inhibition, % at 15 µM; actives 1.1% (n = 330,000); AID 652115; in the data active = inhibition above about 15%; inconclusive = no clear call, values can overlap the other calls
Target sequence (Q9NXA8 whole entry, looked up): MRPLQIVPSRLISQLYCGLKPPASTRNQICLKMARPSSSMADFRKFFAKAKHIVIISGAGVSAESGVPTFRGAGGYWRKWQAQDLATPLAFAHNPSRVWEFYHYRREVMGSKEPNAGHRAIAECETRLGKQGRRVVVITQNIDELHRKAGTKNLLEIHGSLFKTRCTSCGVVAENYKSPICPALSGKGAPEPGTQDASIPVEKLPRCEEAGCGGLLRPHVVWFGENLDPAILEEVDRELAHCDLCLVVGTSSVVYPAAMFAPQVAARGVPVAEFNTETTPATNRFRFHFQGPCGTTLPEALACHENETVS
ERp5 block: inhibitors of human ERp5 | inhibition, % at 9.99 µM | actives 0.05% (n = 350,000) | ERp5 insulin aggregation, absorbance 650 nm, 90 min | Q15084;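 active = mean replicate inhibition above about 25%, with every replicate also reaching it, limit read from the data, passing the limit was not always enough; inconclusive = only one of those two criteria met; inactive = neither criterion met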
Target sequence (Q15084 whole entry, looked up): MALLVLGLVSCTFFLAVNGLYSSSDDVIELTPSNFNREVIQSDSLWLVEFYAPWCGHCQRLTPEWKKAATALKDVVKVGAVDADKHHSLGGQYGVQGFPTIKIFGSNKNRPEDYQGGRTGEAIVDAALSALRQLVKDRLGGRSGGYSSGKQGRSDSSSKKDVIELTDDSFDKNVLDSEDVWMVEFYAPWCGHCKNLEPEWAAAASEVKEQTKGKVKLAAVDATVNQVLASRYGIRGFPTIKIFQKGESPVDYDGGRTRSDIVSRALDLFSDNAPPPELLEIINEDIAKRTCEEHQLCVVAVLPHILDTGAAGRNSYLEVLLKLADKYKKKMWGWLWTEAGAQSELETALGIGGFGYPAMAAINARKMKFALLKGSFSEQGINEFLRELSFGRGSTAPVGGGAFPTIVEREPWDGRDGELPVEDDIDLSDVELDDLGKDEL
ERAP1 HTS inh: blocks human ERAP1 aminopeptidase activity | recombinant ERAP1, Leu-AMC fluorescence, 60 min | inhibition, % at 10.7 µM | actives 0.15% (n = 340,000) | AID 652197;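 active = mean replicate inhibition of at least 30%, or all replicates individually reaching that 30% level; inactive = mean below 30% and not every replicate reaching it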;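 note: 0% = neutral control wells and 100% = L-leucinethiol positive control wells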
miR-122 sensor: miR-122 inhibition in Huh7 cells; actives 0.3% (n = 340,000); Huh7 miR-122 Renilla luciferase sensor, 48 h; neutral wells = 0, positive control = 100; activation (reporter increase), % at 12.5 µM;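 active = mean replicate activation score at least 90 and every replicate individually at or above 90; inconclusive = only one of the two criteria met; inactive = neither criterion met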;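 note: higher luciferase means less miR-122 activity so hits act as miR-122 inhibitors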
CFTR F508del cor: CFTR F508del correction in bronchial cells; AID 720511; CFBE cells, YFP halide quenching; stimulated with forskolin plus potentiator P3; % fluorescence drop versus neutral controls; actives 0.36% (n = 350,000); activity (quench increase), % at 7.58 µM;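 active = mean added fluorescence quench of at least 8% versus neutral control, with both replicates also reaching 8%; inconclusive = only one of the mean or replicate conditions met; inactive = mean below 8% and not both replicates reaching 8%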;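 note: cells transiently co-express mutant CFTR-F508del with the halide-sensitive YFP; corrector assay measuring rescue of mutant channel to the surface after 24 h compound exposure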
DENV2 CPE: DENV2-induced cell death inhibition; CPE inhibition, % at 9.99 µM; AID 651640; actives 1.7% (n = 350,000); DENV2-infected cells, cytopathic effect rescue, plate reader; in the data active = CPE inhibition above about 20%, passing the limit was not always enough; inconclusive = no clear call, values can overlap the other calls; tested in BHK-21 cells;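 note: 0% = median of neutral control wells and 100% = median of positive control wells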
An asterisk follows results filed as active.

What do the screens show for `OC(CC#CCN1CCCCCC1)(c1ccccc1)C1CCCC1` (configuration not stated)?
Casp6 inh: 0; SIRT5 inh: -6; ERp5 block: 3; ERAP1 HTS inh: 4; miR-122 sensor: 0; CFTR F508del cor: 4.9; DENV2 CPE: 3

How did CC(=O)n1cc(C=C2C(=O)NC(=O)NC2=O)c2ccccc21 do in these assays?
Casp6 inh: 1; SIRT5 inh: -1; ERp5 block: -1; ERAP1 HTS inh: 4; CFTR F508del cor: 0.4; DENV2 CPE: 5

What do the screens show for `O=C(c1ccc(Cl)cc1)C1CCCN(Cc2ccc3nonc3c2)C1` (configuration not stated)?
Casp6 inh: 4; SIRT5 inh: -1; ERp5 block: 6; ERAP1 HTS inh: 9; miR-122 sensor: 0; CFTR F508del cor: 0.3; DENV2 CPE: 3

How did CN1CCc2c(C#N)c(Cl)nc(Cl)c2C1 do in these assays?
Casp6 inh: 2; SIRT5 inh: -10; ERp5 block: -2; ERAP1 HTS inh: 13; CFTR F508del cor: -0.5; DENV2 CPE: -7

How did O=C(C[N+]12CCC(CC1)C(O)C2)c1ccc(Br)cc1 (configuration not stated) do in these assays?
Casp6 inh: -7; SIRT5 inh: 5; ERp5 block: 3; ERAP1 HTS inh: 0; miR-122 sensor: 1; CFTR F508del cor: -4.2; DENV2 CPE: 7

How did c1ccc2c(c1)CC1CNCc3cccc(c31)S2 (configuration not stated) do in these assays?
Casp6 inh: -4; SIRT5 inh: -1; ERp5 block: 1; ERAP1 HTS inh: 1; CFTR F508del cor: -1.4; DENV2 CPE: 1

How did Cc1cc(C)cc(N2C(=O)/C(=C\c3ccc(N4CCN(C)CC4)o3)C(=O)NC2=S)c1 do in these assays?
Casp6 inh: -3; SIRT5 inh: 0; ERAP1 HTS inh: 5; miR-122 sensor: -2; CFTR F508del cor: -2.1; DENV2 CPE: 10

What do the screens show for `CCN1C[C@]2(COC)CC[C@H](O)[C@]34C1[C@](O)([C@@H](OC)[C@H]23)[C@@]1(O)C[C@H](OC)[C@H]2C[C@@H]4[C@@H]1[C@H]2OC`?
Casp6 inh: 0; SIRT5 inh: -8; ERp5 block: 7; ERAP1 HTS inh: -2; miR-122 sensor: 0; CFTR F508del cor: 1.8; DENV2 CPE: -8

What do the screens show for `COC(=O)C1=C(c2ccccc2OCc2ccccc2)C[C@@H]2CC[C@H]1N2C(=O)NCc1ccc(OC)cc1`?
Casp6 inh: -1; SIRT5 inh: -1; ERp5 block: 1; ERAP1 HTS inh: 4; CFTR F508del cor: 0.1; DENV2 CPE: -13

Results for CCOC(=O)[C@]12Cc3cc(OC)ccc3[C@H]1N(C1CCCCC1)C(=O)c1ccccc12 ?
Casp6 inh: -2; SIRT5 inh: 1; ERp5 block: -7; ERAP1 HTS inh: -1; CFTR F508del cor: 0.7; DENV2 CPE: -7

What do the screens show for `O=C(c1ccco1)c1cn(Cc2ccccc2Cl)c2ccccc12`?
Casp6 inh: 3; SIRT5 inh: -4; ERp5 block: -7; ERAP1 HTS inh: 1; miR-122 sensor: -36; CFTR F508del cor: 2.2; DENV2 CPE: -2

Results for Cc1ccc(N2Cc3ccccc3C2=N)cc1[N+](=O)[O-] ?
Casp6 inh: -1; SIRT5 inh: 26*; ERp5 block: -1; ERAP1 HTS inh: -3; miR-122 sensor: -1; CFTR F508del cor: 1.3

Results for CC(=O)c1cn(Cc2ccc(F)cc2)c2ccccc12 ?
Casp6 inh: -1; ERp5 block: 1; ERAP1 HTS inh: -1; CFTR F508del cor: 0.9; DENV2 CPE: -3

How did COc1ccc(-c2nn(CCC#N)cc2C(=O)Nc2ccccc2Br)cc1 do in these assays?
Casp6 inh: 0; SIRT5 inh: -3; ERp5 block: -7; ERAP1 HTS inh: -2; CFTR F508del cor: 0.4; DENV2 CPE: -5

What do the screens show for `N#CCCn1cc(C(=O)Nc2ccccc2Cl)c(-c2ccc([N+](=O)[O-])cc2)n1`?
Casp6 inh: 3; SIRT5 inh: -4; ERp5 block: -4; ERAP1 HTS inh: 3; miR-122 sensor: -2; CFTR F508del cor: 0.8; DENV2 CPE: -15

How did CC(C)(C)P(=O)(NCc1ccccc1)c1ccccc1 (configuration not stated) do in these assays?
Casp6 inh: -1; SIRT5 inh: -2; ERp5 block: -2; ERAP1 HTS inh: 16; miR-122 sensor: -2; CFTR F508del cor: -0.6; DENV2 CPE: -2

Results for Cn1c(O)c(Cc2cccc(Cl)c2Cl)c(=O)n(C)c1=O ?
Casp6 inh: 0; SIRT5 inh: -3; ERp5 block: -17; ERAP1 HTS inh: -1; miR-122 sensor: -4; CFTR F508del cor: 0.3; DENV2 CPE: -3

Results for COc1cc2c(c(OC)c1O)-c1ccc(OC)c(=O)cc1C(NC(=O)C(F)(F)F)CC2 (configuration not stated) ?
Casp6 inh: 2; ERp5 block: 1; ERAP1 HTS inh: 3; CFTR F508del cor: -5.7; DENV2 CPE: inconclusive

What do the screens show for `COC1=CC2C3Cc4ccc(OC)c(O)c4C2(CCN3C)CC1=O` (configuration not stated)?
Casp6 inh: -1; SIRT5 inh: -1; ERp5 block: -4; ERAP1 HTS inh: 2; miR-122 sensor: -6; CFTR F508del cor: -0.6; DENV2 CPE: -2

Results for COc1cc(OC)c(OC)cc1/C=C1\C(=O)NC(=O)N(Cc2ccccc2)C1=O ?
Casp6 inh: 5; SIRT5 inh: 0; ERp5 block: 5; ERAP1 HTS inh: 2; miR-122 sensor: -4; CFTR F508del cor: -7.5; DENV2 CPE: -1

Results for C=Cn1ccnc1P(=S)(c1ccccc1)c1nccn1C=C ?
Casp6 inh: -2; SIRT5 inh: 1; ERp5 block: -1; ERAP1 HTS inh: -1; CFTR F508del cor: -0.8; DENV2 CPE: -3

How did Oc1cc(Cl)c(Cl)c(Cl)c1Cl do in these assays?
Casp6 inh: 14; SIRT5 inh: -6; ERp5 block: 2; ERAP1 HTS inh: -1; miR-122 sensor: 0; CFTR F508del cor: -2.1; DENV2 CPE: -10

How did O=C(O)COc1cc(Cl)c(Cl)cc1Cl do in these assays?
Casp6 inh: -1; SIRT5 inh: -4; ERp5 block: -8; ERAP1 HTS inh: 3; miR-122 sensor: -4; CFTR F508del cor: -0.7; DENV2 CPE: 5

What do the screens show for `O=c1c2ccccc2nc(CNc2ccccc2)n1-c1ccccc1`?
Casp6 inh: -4; SIRT5 inh: -1; ERp5 block: -2; ERAP1 HTS inh: 2; miR-122 sensor: 2; CFTR F508del cor: 0.9; DENV2 CPE: 6

Results for COc1cccc(C(c2nnnn2-c2ccc3c(c2)OCCO3)N2CCC3(CC2)C(=O)NCN3c2ccccc2)c1OC (configuration not stated) ?
Casp6 inh: 6; SIRT5 inh: 1; ERp5 block: 1; miR-122 sensor: 4; CFTR F508del cor: -1.6; DENV2 CPE: inconclusive

Results for Cc1ccc(/C=C2/C(=O)NC(=O)N(C)C2=O)cc1 ?
Casp6 inh: 4; SIRT5 inh: 2; ERp5 block: 3; ERAP1 HTS inh: 2; DENV2 CPE: 1

What do the screens show for `CSc1nc2ccc(C)cc2c(=O)n1-c1cccnc1`?
Casp6 inh: -2; SIRT5 inh: 1; ERp5 block: 0; CFTR F508del cor: -1.7; DENV2 CPE: 4

Results for COc1ccc(-n2c(C)nc3ccccc3c2=O)c([N+](=O)[O-])c1 ?
Casp6 inh: 1; SIRT5 inh: 3; ERp5 block: 3; ERAP1 HTS inh: 1; miR-122 sensor: -15; CFTR F508del cor: -0.7; DENV2 CPE: -3

Results for COc1ccc(OC)c(NC2=NCCCS2)c1 ?
Casp6 inh: -9; ERp5 block: -1; ERAP1 HTS inh: 0; CFTR F508del cor: 0.9; DENV2 CPE: -7

What do the screens show for `CC(C)NS(=O)(=O)c1ccc(OCC(=O)N2CCN(Cc3ccc4c(c3)OCO4)CC2)c(Cl)c1`?
Casp6 inh: 3; SIRT5 inh: 0; ERp5 block: -2; ERAP1 HTS inh: -9; miR-122 sensor: -7

How did Cc1c(C(=O)c2cccc3ccccc23)c2cccc3c2n1[C@H](CN1CCOCC1)CO3 do in these assays?
SIRT5 inh: -1; ERp5 block: -6; ERAP1 HTS inh: -3; miR-122 sensor: -19; CFTR F508del cor: -3.1; DENV2 CPE: 6

Results for CN(C)CCN(CC1CCCN(Cc2ccccc2F)C1)C(=O)Cc1ccc(F)c(F)c1 (configuration not stated) ?
Casp6 inh: -32; SIRT5 inh: -4; ERp5 block: 22; ERAP1 HTS inh: -1; miR-122 sensor: -5; CFTR F508del cor: 0.4; DENV2 CPE: 0

Results for COc1ccc(-c2nn(CCC#N)cc2C(=O)Nc2cccc([N+](=O)[O-])c2)cc1OC ?
Casp6 inh: -1; SIRT5 inh: -3; ERp5 block: -1; ERAP1 HTS inh: -4; miR-122 sensor: -12; DENV2 CPE: 4

Results for CCOc1ccc(NC(=O)c2ccc(NC(=O)COC(=O)Cc3ccccc3)cc2)cc1 ?
Casp6 inh: 0; SIRT5 inh: -2; ERp5 block: 1; ERAP1 HTS inh: 9; CFTR F508del cor: 2.4; DENV2 CPE: 6

What do the screens show for `Cn1c(O)c(C=NC2CC(C)(C)NC(C)(C)C2)c(=O)n(C)c1=O`?
Casp6 inh: -5; SIRT5 inh: 0; ERp5 block: -3; ERAP1 HTS inh: 3; miR-122 sensor: -4; CFTR F508del cor: -1.3; DENV2 CPE: 0

Results for O=C1NC(=O)C(CCc2ccccn2)(Cc2ccc3c(c2)OCO3)C(=O)N1CCc1ccccc1 (configuration not stated) ?
Casp6 inh: 1; SIRT5 inh: 0; ERp5 block: -11; ERAP1 HTS inh: 0; miR-122 sensor: 2

Results for N#Cc1ccc(NC(=O)CN2C(=O)NC3(CCCCCCC3)C2=O)cc1Cl ?
Casp6 inh: 1; SIRT5 inh: -2; ERp5 block: 1; ERAP1 HTS inh: 3; CFTR F508del cor: 4.0; DENV2 CPE: -4

How did Cn1c(O)c(C(=Nc2ccccc2)SCc2ccccc2Cl)c(=O)n(C)c1=O do in these assays?
Casp6 inh: 1; SIRT5 inh: -1; ERp5 block: -1; ERAP1 HTS inh: 0; miR-122 sensor: 10; CFTR F508del cor: -1.0; DENV2 CPE: 1

What do the screens show for `CC(=O)Nc1ccc(S(=O)(=O)N2Cc3cnnn3-c3ccccc3C2C#N)cc1` (configuration not stated)?
Casp6 inh: 0; SIRT5 inh: -5; ERp5 block: -5; miR-122 sensor: -4; CFTR F508del cor: -1.1; DENV2 CPE: -2

How did CC(=O)N1CN(C(C)=O)CN(C(C)=O)C1 do in these assays?
Casp6 inh: 1; SIRT5 inh: -4; ERp5 block: 1; ERAP1 HTS inh: 3; miR-122 sensor: -2; DENV2 CPE: 6

What do the screens show for `CC(=O)Nc1ccccc1C(=O)OCc1ccccc1F`?
Casp6 inh: -4; SIRT5 inh: -5; ERp5 block: 2; ERAP1 HTS inh: 6; miR-122 sensor: -2; CFTR F508del cor: 3.8; DENV2 CPE: -5

What do the screens show for `O=C(NC1CCCCC1)Oc1cc2oc(=O)sc2cc1Cl`?
Casp6 inh: 14; SIRT5 inh: 1; ERp5 block: 1; ERAP1 HTS inh: 23; CFTR F508del cor: 0.6; DENV2 CPE: 15

How did CN1CC(C(=O)c2ccc(F)cc2)C(c2c(F)cccc2Cl)C1 (configuration not stated) do in these assays?
Casp6 inh: 4; SIRT5 inh: -2; ERp5 block: 7; ERAP1 HTS inh: 1; CFTR F508del cor: -1.6; DENV2 CPE: -4

Results for Cc1ccc(C(=O)COC(=O)Cc2ccccc2)cc1 ?
Casp6 inh: -6; SIRT5 inh: -2; ERp5 block: 6; ERAP1 HTS inh: 0; miR-122 sensor: -11; CFTR F508del cor: 1.3; DENV2 CPE: 4

Results for Nc1nc(N)c2cnnn2n1 ?
Casp6 inh: -2; SIRT5 inh: -3; ERp5 block: 1; ERAP1 HTS inh: -1; miR-122 sensor: -10; CFTR F508del cor: 2.9; DENV2 CPE: 6

What do the screens show for `CCN1CCN(c2ccc([N+](=O)[O-])cc2C(=O)OC)CC1`?
Casp6 inh: 6; SIRT5 inh: 6; ERp5 block: 0; ERAP1 HTS inh: 0; miR-122 sensor: -4; CFTR F508del cor: -0.5; DENV2 CPE: -1

Screening data from PubChem BioAssay.

This is a subset; count on the stated rates, not on these rows.
